Assay outcomes: PubChem BioAssay, National Center for Advancing Translational Sciences (NCATS)
Tb PFK block – qHTS Assay to Find Inhibitors of T. brucei phosphofructokinase; ATP-dependent 6-phosphofructokinase (Trypanosoma brucei brucei), O15648; T. brucei PFK, ADP-Glo luminescence; Potency, µM (top dose mostly 57.5 µM), for inactives: top-dose activity, negative = inhibition, usual class: inhibitors; 0.17% of 330,000 active; AID 485367, 2010;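 further: potency means the concentration at half of the fitted maximal effect; 0% = uninhibited 1x PFK enzyme wells and -100% = no-enzyme wells; nearly all actives have a fitted effect of over 60% in size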
Target sequence (O15648 whole entry, looked up): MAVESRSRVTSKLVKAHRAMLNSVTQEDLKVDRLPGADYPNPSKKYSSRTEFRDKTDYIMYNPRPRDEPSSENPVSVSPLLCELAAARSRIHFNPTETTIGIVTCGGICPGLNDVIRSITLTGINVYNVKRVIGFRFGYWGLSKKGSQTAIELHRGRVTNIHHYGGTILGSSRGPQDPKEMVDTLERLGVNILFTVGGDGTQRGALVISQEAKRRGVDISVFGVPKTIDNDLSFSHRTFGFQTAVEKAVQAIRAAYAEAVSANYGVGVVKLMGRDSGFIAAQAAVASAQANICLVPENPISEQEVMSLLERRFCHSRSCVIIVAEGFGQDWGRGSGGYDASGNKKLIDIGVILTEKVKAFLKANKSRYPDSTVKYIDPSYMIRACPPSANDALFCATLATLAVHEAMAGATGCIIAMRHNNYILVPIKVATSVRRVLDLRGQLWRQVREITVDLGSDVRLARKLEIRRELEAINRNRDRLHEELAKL
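Compounds were pin-transferred as a titration series up to 57 uM into substrate buffer (0.5 mM F6P, 0.1 mM ATP, pH 8.0), then 1.25 nM PFK was added and reactions ran 45 min before ADP-Glo detection.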
BCR signal inh – qHTS Assay to Find Inhibitors of Chronic Active B-Cell Receptor Signaling. ABC-DLBCL IkBa-CBG/CBR reporter, luminescence ratio, 4 h. Potency, µM (highest dose often 46.1 µM), for the others: at the highest dose ratio change, negative = lower green/red ratio, usual class: inhibitors. 0.05% of 340,000 active; active means well fitted inhibition curve with a large enough effect in the signal ratio, with a control signal flat, not every such curve was filed as active; inconclusive means small, poorly fitted or top-dose-only effect, or effect the other way, or a change in a side signal; the % refers to the signal ratio;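 further: potency means the concentration at half of the fitted maximal effect; plate controls were basal doxycycline-induced cells for no effect and cells given 10 µM MG132 for full effect; MG132 reads +100%, hits lower the ratio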
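Cell line TMD8 (human ABC DLBCL), stably expressing tet-inducible CBG68-IkBa fusion and CBR; IMDM/0.5% FBS; cpd up to 46 uM; dox induction, 4 h, 37C/5% CO2; dual luminescence; green/red ratio; MG132 control.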
Eya2 inh – qHTS Assay for Inhibitors of the Phosphatase Activity of Eya2 | Protein phosphatase EYA2 (Homo sapiens), O00167 | recombinant Eya2, OMFP fluorescence dephosphorylation (OMFP is methylfluorescein phosphate) | Potency, µM (titrated, usually from 76.9 µM), for inactives: top-dose activity, negative = inhibition, most hits filed as inhibitors | 0.006% of 330,000 active | AID 488837, 2010; further: potency means the concentration at half of the fitted maximal effect; on the % scale 0 is the no-effect control and ±100 the full control effect
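Eya2 protein (added as 0.2 uM solution) was preincubated with compound for 10 min at ambient temperature in 50 mM HEPES pH 7.5, 50 mM NaCl, 5 uM MgCl2, 0.05% BSA, 1 mM DTT. OMFP (added at 50 uM) then reacted 10 min; fluorescence read at 485/525 nm.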
Mito fusion act – qHTS Assay for Small Molecule Inhibitors of Mitochondrial Division or Activators of Mitochondrial Fusion; AID 485298, 2010; S. cerevisiae fusion-defective mutant growth rescue, CellTiterGlo 48 h; 0.23% of 320,000 active; Potency, µM (doses to about 46.1 µM), inactives show at the highest dose growth rescue (activation), actives largely listed as activators;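 further: potency means the concentration at half of the fitted maximal effect; % of control where 0% means no effect; nearly all actives have a fitted effect of over 45% in size; temperature-sensitive fusion mutants such as fzo1-1 at 37 °C on non-fermentable ethanol glycerol medium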
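Yeast fusion mutant, YPEG (non-fermentable carbon), compound, 48 h at 37C non-permissive; CellTiterGlo added, 10 min RT, luminescence read. Rescued growth = division inhibition.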
Integrin act MD – qHTS for Activators of Integrin-Mediated Alleviation for Muscular Dystrophy; alpha7betagal myoblasts, beta-gal FDG fluorescence, 48 h; Potency, µM (top dose mostly 38.3 µM), for the others: at the top dose activation, actives largely listed as activators; 0.064% of 350,000 active; AID 624291, 2012;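 further: potency means the concentration at half of the fitted maximal effect; 100% = response of the positive control SU9516; nearly all actives have a fitted effect of over 60% in size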
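alpha7betagal+/- myoblasts (passage 13, 250/well) treated 48 h at 37C with compounds at 1:260 dilution of DMSO stock. Lysed, then beta-galactosidase activity read as FDG fluorescence (ex 480/em 540) after 30 min, with pre-read for autofluorescence.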
AT treatment – qHTS Assay for Identifying a Potential Treatment of Ataxia-Telangiectasia. […] A-T fibroblasts, KAP-1 phosphorylation AlphaLISA; neocarzinostatin DNA damage 30 min before lysis. Potency, µM (titrated, usually from 57.5 µM), for the others: at the highest dose activation, most hits filed as activators. 0.19% of 320,000 active; further: potency means the concentration at half of the fitted maximal effect; % of control where 0% means no effect; nearly all actives have a fitted effect of over 45% in size
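ATM-like activity read as KAP-1 phosphorylation via AlphaLISA donor/acceptor antibody pairs after lysis and 6 hr at 25C. Cells were ATM-null patient fibroblasts ([…], hTERT), dosed 60 min, then exposed to the DSB inducer NCS for 30 min.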
TSHR antag – Antagonists of the Thyroid Stimulating Hormone Receptor: HTS campaign; Thyrotropin receptor (Homo sapiens), P16473; TSHR-expressing cells, TSH-stimulated cAMP HTRF, 2 h; active compounds read low; activity change, negative = inhibition, % at 11.5 µM; 0.2% of 330,000 active; AID 504810, 2011;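 active means activity change below a set negative limit, meaning inhibition stronger than a set level, cut at about -70% in these data; inconclusive means activity change between two set negative limits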; further: on the % scale 0 is the no-effect control and ±100 the full control effect
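Inhibition of cAMP made by TSHR-expressing cells under TSH stimulation (4nM final, EC80; 2 h, 37 deg C) is quantified with a one-step lysis HTRF kit, anti-cAMP cryptate versus cAMP-d2.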
TCR act – Activators of T cell receptors: qHTS campaign; 330,000 tested, under 10 active; Potency, µM (top dose mostly 9.22 µM), for the others: at the top dose activation of IL-2 secretion, most hits filed as activators; primary human leukocytes, anti-CD3, IL-2 HTRF, 48 h; AID 504894, 2011; further: % of control where 0% means no effect
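Primary human leukocytes were stimulated with a-CD3 beads plus compounds for 48 hr without co-stimulation; secreted IL-2 was quantified by HTRF using a-IL-2-K (europium cryptate) and a-IL-2-d2, excited at 320nm with acceptor emission read at 665nm.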
PTAP TSG101 blk – qHTS Assay for Iinhibitors of HIV-1 Budding by Blocking the Interaction of PTAP/TSG101. Tumor susceptibility gene 101 protein (Homo sapiens), Q99816. Fluorescence polarization, FITC-PTAP peptide / Tsg101 binding. Potency, µM (highest dose often 115 µM), inactives show top-dose activity change, negative = inhibition, actives largely listed as inhibitors. 340,000 tested, under 10 active. AID 493005, 2010; active means well fitted inhibition curve with a large enough effect in the main read-out, with a control signal flat, not every such curve was filed as active; inconclusive means small, poorly fitted or top-dose-only effect, or effect the other way, or a change in a side signal; inactive means no such curve, though single readings can be large or run the other way; further: potency means the concentration at half of the fitted maximal effect; % of control where 0% means no effect
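Fluorescence polarization binding of Tsg101 binding domain (10 uM final) to FITC-labeled PTAP peptide (50 nM final) in HEPES pH 7.5 buffer with NaCl, Tween 20, EDTA, TCEP. Compounds added before peptide; binding 20 min at RT.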
S-ASM inh – Inhibitors of Secretory Acid Sphingomyelinase (S-ASM): qHTS; Sphingomyelin phosphodiesterase (Homo sapiens), P17405; AID 504937, 2011; 0.006% of 340,000 active; Potency, µM (top dose mostly 57.5 µM), inactives show top-dose activity change, negative = inhibition, actives largely listed as inhibitors; placental ASM, HMU-PC fluorogenic substrate, 60 min; further: potency means the concentration at half of the fitted maximal effect
Target sequence (P17405 47-631 limits assumed): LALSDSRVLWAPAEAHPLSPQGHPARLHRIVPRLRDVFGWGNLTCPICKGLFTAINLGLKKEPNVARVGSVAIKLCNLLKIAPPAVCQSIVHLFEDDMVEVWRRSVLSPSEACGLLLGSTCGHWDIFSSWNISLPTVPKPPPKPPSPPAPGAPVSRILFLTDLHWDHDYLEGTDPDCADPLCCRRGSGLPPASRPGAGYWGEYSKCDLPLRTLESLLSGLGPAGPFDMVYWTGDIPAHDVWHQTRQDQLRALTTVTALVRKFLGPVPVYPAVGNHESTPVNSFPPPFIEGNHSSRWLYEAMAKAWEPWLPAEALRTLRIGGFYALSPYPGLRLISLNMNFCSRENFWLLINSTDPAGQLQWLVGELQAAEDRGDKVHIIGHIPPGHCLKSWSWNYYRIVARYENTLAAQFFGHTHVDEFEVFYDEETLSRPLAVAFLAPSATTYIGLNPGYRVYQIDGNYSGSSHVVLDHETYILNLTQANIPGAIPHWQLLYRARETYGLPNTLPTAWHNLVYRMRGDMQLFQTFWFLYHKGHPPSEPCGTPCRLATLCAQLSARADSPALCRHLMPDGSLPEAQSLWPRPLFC
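Human placenta-derived ASM preincubated with compound 10 min at room temperature, then reacted with 9 uM (final) fluorogenic HMU-PC substrate for 60 min at 37 C. Stop solution raises pH to 10; fluorescence read at Ex 386/Em 447 nm.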
ELG1 repair inh – qHTS screen for small molecules that inhibit ELG1-dependent DNA repair in human embryonic kidney (HEK293T) cells expressing luciferase-tagged ELG1; HEK293T ELG1-luciferase reporter, luminescence, 16 h; DNA damage induced by 5-fluorouridine; Potency, µM (series often up to 46.1 µM), for the others: at the top dose activity change, negative = inhibition, actives largely listed as inhibitors; 2.3% of 330,000 active; further: potency means the concentration at half of the fitted maximal effect; on the % scale 0 is the no-effect control and ±100 the full control effect; nearly all actives have a fitted effect of over 55% in size
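In this reporter screen, reduction of luminescence relative to DMSO vehicle indicated activity. Compounds and 5-fluorouridine were added together to 2,000 cells per well, incubated for 16 hr at 37 °C, then developed with ONE-Glo.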
* = called active by the depositor; ? = inconclusive; · = no result given; [ ] = remark or other dose. Unless noted, the call rests on the fitted dose curve; in most records, active means well fitted curve in the direction sought with a large enough effect; inconclusive means small, poorly fitted or top-dose-only effect, or another doubt; inactive means no such curve, though single readings can be large; an effect the other way counts as inactive or inconclusive. Not a hit list; overall some 3.2% were active at least once.

compound	Tb PFK block	BCR signal inh	Eya2 inh	Mito fusion act	Integrin act MD	AT treatment	TSHR antag	TCR act	PTAP TSG101 blk	S-ASM inh	ELG1 repair inh
Cn1c(SCC(=O)N2CCN(c3cccc(Cl)c3)CC2)nnc1-c1ccncc1	-9%	3%	11%	0%	19%	-1%	19	-1%	-7%	1%	22%
O=C(Cn1nc(C(=O)O)c2ccccc2c1=O)Nc1cccc(S(=O)(=O)N2CCOCC2)c1	-14%	?	1%	-6%	4%	3%	-4	-3%	-3%	-7%	0%
O=C(Oc1c(CN2CCOCC2)cc(Cl)c2cccnc12)c1ccccc1	-2%	?	10%	4%	-46%[inhibitor]	-1%	-16	-1%	1%	0%	23µM*
O=C(NC1CCCC1)c1ccc(CSCc2ccccc2F)o1	1%	-1%	-7%	26%	-13%[7.66 µM]	8%	-21	2%	-3%	26%	23%
CN(CC(=O)Nc1ccc(F)cc1)C(=O)c1ccc2ccccc2n1	-2%	?	-19%	6%	-1%	-2%	-9	-3%	-4%	2%	-9%
CC(=O)Nc1nc(-c2ccc3c(c2)OCO3)cs1	-1%	10%	11%	-1%	10%	-10%	-3	1%	2%	2%	?
Cc1c(Cl)c([N+](=O)[O-])nn1CC(=O)NCc1cccs1	?	?	3%	-1%	14%	0%	10	-2%	-3%	-4%	?
CC1CCN(C(=O)C2Cc3ccccc3CN2S(=O)(=O)c2ccc(F)cc2)CC1 (stereo not given)	8%	9%	14%	10%	16%	0%	-10	0%	-10%	0%	8%
CCCC(=O)N1CCN(c2ccc(NC(=O)c3ccc([N+](=O)[O-])o3)cc2Cl)CC1	1%	?	-9%	-6%	0%	-6%	-18	-6%	0%	-2%	?
COc1ccc(S(=O)(=O)N2CCC(C(=O)Nc3c(F)cccc3F)CC2)cc1	-1%	2%	2%	-5%	13%	4%	-5	1%[46.1 µM]	-5%	4%	10%
Cc1c(NC(=O)c2cnn3cccnc23)c(=O)n(-c2ccccc2)n1C	3%	?	0%	0%	?	9%	-8	-2%	0%	1%	13%
COc1ccc(OC)c2c1nc1n2CCS1	2%	-6%	4%	2%	-33%	-10%	1	0%[46.1 µM]	-1%	-1%	-10%
O=C(NC1CCN(Cc2ccccc2)CC1)C12CC3CC(CC(C3)C1)C2	-1%	-2%	5%	?	-11%	·	-1	2%[46.1 µM]	0%	-2%	-19%
CCOc1ccc(-c2cc(CCCC(=O)N3CCN(c4ccc(OC)cc4)CC3)no2)cc1	-8%	?	0%	10%	-14%	13%	36	-4%[46.1 µM]	0%	-8%	-23%
Cc1csc(C(=O)O)c1-n1cccc1	-4%	2%	11%	-3%	3%	-5%	16	·	-1%	4%	17%
C=CCn1c(SCC(=O)Nc2ncc(Cc3cc(C(F)(F)F)ccc3Cl)s2)nnc1-c1ccncc1	1%	-8%	11%	4%	12%	-4%	-15	9%	-3%	-3%	-2%
COc1c(OC2OC(C(=O)O)C(O)C(O)C2O)cc(O)c2c(=O)cc(-c3ccccc3)oc12 (stereo not given)	-19%	0%	-1%	-2%	34%	-7%	17	2%	·	-9%	16%
C[C@H]1CCC(=O)N([C@H](CSc2ccc(Br)cc2)Cc2ccccc2)CC1	5%	?	-4%	18%	-20%	11%	-9	10%	-2%	-6%	-25%
S=c1[nH]nc(COc2ccccc2)n1/N=C/c1ccc(Cl)c(Cl)c1	-17%	-1%	-8%	-12%	2%	-11%	-1	0%	-8%	-6%	-1%
CCc1ccc(NC(=O)CCc2c(C)nn(-c3ccc(N4CCOCC4)nn3)c2C)cc1	3%	3%	-1%	0%	-22%	6%	1	-4%	2%	-6%	16%
C=COCCNC(=S)Nc1cccc(Cl)c1	2%	-1%	-5%	-12%	-36%	0%	-7	-5%	-3%	6%	5%
Cc1cc(C)n2nc(C(=O)OCC(=O)c3c[nH]c4ccccc34)nc2n1	-2%	-5%	-17%	4%	-5%	0%	-1	2%	-1%	2%	-3%
Cc1ccc(-n2c(-c3nn(C)cc3Cl)n[nH]c2=S)cc1	3%	?	-17%	0%	22%	-15%	8	-4%[46.1 µM]	-3%	7%	-6%
CCN(C(=O)COC(=O)c1ccco1)c1cccc2ccccc12	2%	-1%	2%	·	-5%	0%	-13	·	-8%	-1%	0%
C=CCn1cc(CN2CCC(C(=O)Nc3cccc(-c4cccc(F)c4)c3)CC2)c(C)n1	-3%	0%	-10%	-4%	-56%[inhibitor]	-5%	-5	-2%	-3%	-2%	4%
O=C(O)c1cccc(NC(=O)c2ccc3c(c2)C(=O)N(CC2CCCO2)C3=O)c1 (stereo not given)	4%	?	4%	0%	16%	·	3	0%	-3%	2%	-2%
COc1cccc(/C(C)=N/Nc2ccc(S(=O)(=O)N3CCCCC3)cn2)c1	0%	?	12%	?	-38%	4%	-5	7%	0%	-4%	-26%
CCOCC(=O)Nc1nnc(C2CCCCC2)s1	0%	?	11%	-6%	17%	23%	-8	8%	-1%	4%	?
O=C(COC(=O)C1=COCCO1)Nc1ccccc1	1%	?	1%	4%	21%	0%	28	·	1%	6%	?
CC1(C)CC2CC(C)(CN2c2ncnc3ccc(Br)cc23)C1 (stereo not given)	-1%	?	-1%	16µM*	-19%	0%	-19	-7%[46.1 µM]	-6%	-2%	?
COc1ccc2[nH]c(CN3CCN(C(C)C)C(CCO)C3)c(C)c2c1 (stereo not given)	0%	11%	0%	-4%	-3%	7%	-27	-33%	-3%	6%	10%
CN(C)S(=O)(=O)c1ccc2c(c1)c(=O)c(C(=O)NCCCN1CCCCCC1)cn2C	-4%	-1%	4%	-4%	7%	-11%	1	3%[46.1 µM]	-2%	13%	10%
Clc1cccc(N=C2NN=C(c3ccc4c(c3)OCCO4)CS2)c1	3%	?	-13%	12%	-70%[inhibitor]	-7%	-1	-2%	0%	3%	?
COCCN1C(=O)c2ccccc2C(C(=O)N2CCN(c3ccccc3)CC2)C1c1ccc(F)cc1 (stereo not given)	1%	-5%	13%	1%	-3%	4%	8	·	-3%	0%	-14%
COc1ccc(NC(=O)CN(C)C(=O)C2=NN(c3ccccc3)C(=O)CC2)cc1	-6%	-1%	10%	-4%	-8%	0%	-4	-9%	-4%	1%	15%
Cc1ccc(C(=O)N2CCN(C)CC2)cc1[N+](=O)[O-]	5%	2%	-1%	1%	-7%	8%	29	-4%	0%	0%	6%
Cc1ccc(S(=O)(=O)Nc2c(NC3CCCCC3)c3ccccc3oc2=O)cc1	8%	?	-8%	-2%	?	6%	80	1%	0%	28%	0%
O=C(NC(=S)Nc1ccc(Br)cc1F)C1CCCCC1	-2%	6%	-19%	·	27%	-10%	-12	-4%	-1%	1%	?
COc1cccc2sc(N(CCN(C)C)C(=O)c3ccc4c(c3)CCCC4)nc12	1%	-1%	0%	-9%	-14%	11%	-5	0%	-1%	-2%	7%
Cc1ccc(C(=O)NNC(=O)C2CCN(c3nc(C)cc(C)n3)CC2)cc1	5%	-1%	-8%	-2%	22%	3%	11	9%	-4%	-6%	-1%
Cc1cccc(C)c1NC(=O)c1cccc2c1-c1ccccc1C2=O	0%	9%	1%	-3%	2%	-2%	-9	-2%[46.1 µM]	-3%	-2%	20%
O=C(CSc1n[nH]c(=O)[nH]c1=O)Nc1ccccc1C(=O)c1ccccc1	2%	?	7%	-4%	17%	10%	-25	-4%	-9%	3%	?
